D2 ag: HTS Assay for Allosteric Agonists of the Human D2 Dopamine Receptor: Primary Screen for Agonists; 340,000 compounds, 0.53% hits; HEK293 T-REx D2 cells, calcium flux agonist mode; activation, % at 2 µM;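 active = activation over 3 SD above normal in the single-dose calcium agonist read, cut at about 30% in these data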; also: 0% is about no effect
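Calcium-flux readout, 1 cycle/sec over 180 s following compound pin transfer, in inducible HEK293 Trex D2 cells (force-coupled); dopamine controls included. Positive calcium responses during this window marked compounds as potential agonists.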
TRHR enhancer: qHTS for Small Molecule Agonists and Allosteric Enhancers of Human TRH Receptor: Primary Screen for Enhancers; Thyrotropin-releasing hormone receptor (Homo sapiens), P34981; TRHR cells, fluo-8 calcium fluorescence, EC20 TRH enhancement; enhancement, % at 2 µM; 360,000 compounds, 0.66% hits; in the data active = enhancement above about 30%; also: 0% is about no effect
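Enhancer read-out: after compound pinning and an initial kinetic agonist-mode read, an EC20 of TRH (10 nM final) was injected and fluo-8 calcium signal (Ex 480/Em 530) followed at 1 s/cycle for 100 cycles in TRHR-expressing cells.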
TRHR agonist: qHTS for Small Molecule Agonists and Allosteric Enhancers of Human TRH Receptor: Primary Screen for Agonists; Thyrotropin-releasing hormone receptor (Homo sapiens), P34981; TRHR cells, calcium flux fluo-8, FDSS agonist mode; activation, % at 2 µM; 360,000 compounds, 0.18% hits; also: 0% is about no effect
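Fluo-8-loaded TRHR cells; 10 s baseline, compound added, kinetic Ca2+ fluorescence read 1/s, agonist mode.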
D2 antagonist: HTS Assay for Allosteric Antagonists of the Human D2 Dopamine Receptor: Primary Screen for Antagonists; inhibition, % at 10 µM; HEK293 TREx D2 cells, calcium flux, dopamine EC80; D(2) dopamine receptor (Homo sapiens), P14416; 340,000 compounds, 2% hits; AID 485344, 2010; in the data active = inhibition above about 30%; also: 0% is about no effect
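Calcium flux kinetic readout in an inducible HEK293 TREx D2 line plated overnight at 30 C. After 180 s compound exposure, an EC80 dopamine challenge follows with another 180 s kinetic read to detect antagonism.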
RXFP1 antagonist: qHTS Assay for Antagonists of the Relaxin Receptor RXFP1 | Relaxin receptor 1 (Homo sapiens), Q9HBX9 | HEK293-RXFP1, relaxin-stimulated cAMP HTRF, 30 min; stronger effect = lower value | activity change, negative = inhibition, % at 57.5 µM | 350,000 compounds, 0.59% hits | AID 1259400, 2018;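 active = activity change of -60% or lower, but not beyond a set lower limit; inconclusive = change between -60% and -40%, or beyond the set limit; inactive = change above -40%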; also: % is scaled to controls: 0 for no effect and ±100 for the full control effect
Target sequence (Q9HBX9 whole entry, looked up): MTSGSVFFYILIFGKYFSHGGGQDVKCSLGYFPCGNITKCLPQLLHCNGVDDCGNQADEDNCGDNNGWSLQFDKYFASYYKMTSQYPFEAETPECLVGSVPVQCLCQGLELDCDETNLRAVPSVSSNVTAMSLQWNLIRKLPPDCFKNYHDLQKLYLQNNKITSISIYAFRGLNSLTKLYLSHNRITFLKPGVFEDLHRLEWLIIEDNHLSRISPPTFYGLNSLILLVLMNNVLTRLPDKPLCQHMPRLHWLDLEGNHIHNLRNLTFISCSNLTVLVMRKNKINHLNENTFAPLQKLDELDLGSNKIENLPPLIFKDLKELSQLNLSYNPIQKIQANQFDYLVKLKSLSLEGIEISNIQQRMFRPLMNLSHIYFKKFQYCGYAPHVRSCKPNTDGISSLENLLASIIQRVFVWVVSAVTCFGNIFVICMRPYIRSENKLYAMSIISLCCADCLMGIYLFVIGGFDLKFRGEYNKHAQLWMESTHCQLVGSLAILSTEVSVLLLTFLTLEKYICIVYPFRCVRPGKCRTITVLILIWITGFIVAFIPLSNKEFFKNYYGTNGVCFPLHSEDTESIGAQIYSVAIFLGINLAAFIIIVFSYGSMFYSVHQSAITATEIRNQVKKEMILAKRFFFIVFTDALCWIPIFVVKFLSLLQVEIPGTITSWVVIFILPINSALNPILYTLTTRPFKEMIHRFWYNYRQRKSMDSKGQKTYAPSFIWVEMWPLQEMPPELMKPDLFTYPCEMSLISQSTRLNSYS
D1 potentiator: Potentiators of Human D1 Dopamine Receptor: qHTS; potentiation, % at 10 µM; 360,000 compounds, 0.036% hits; HEK293 TREx D1 cells, calcium flux, dopamine EC20 potentiation; in the data active = potentiation above about 30%; also: 0% is about no effect
D1 ag: Allosteric Agonists of the Human D1 Dopamine Receptor: qHTS; D(1A) dopamine receptor (Homo sapiens), P21728; HEK293 T-REx D1 cells, calcium flux, agonist mode; activation, % at 2 µM; 360,000 compounds, 1% hits; AID 504660, 2011; also: 0% is about no effect
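Tetracycline-induced HEK293 TREx D1 cells, force-coupled to calcium signalling, were dye-loaded with a no-wash calcium kit. Compound was pin-added after a 10 s baseline. Fluorescence was read kinetically at 1 cycle/s for 180 s, with calcium rises flagged as agonism.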
D2 potentiator: HTS Assay for Positive Allosteric Modulators of the Human D2 Dopamine Receptor: Primary Screen for Potentiators; D(2) dopamine receptor (Homo sapiens), P14416; HEK293 T-REx D2, calcium flux, EC20 dopamine potentiation; potentiation, % at 10 µM; 340,000 compounds, 0.34% hits; AID 485347, 2010;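 active = potentiation over 3 SD above the plate norm, cut at about 30% in these data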; also: 0% is about no effect
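Using a no-wash calcium dye in inducible, force-coupled HEK293 Trex cells expressing D2, we tracked fluorescence each second for 180 s after compound, then for 180 s after EC20 dopamine to detect augmented signalling.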
D1 antagonist: Antagonist of Human D 1 Dopamine Receptor: qHTS; HEK293 TREx D1 cells, calcium flux, dopamine EC80; stronger effect = lower value; 360,000 compounds, 3.2% hits; activity change, negative = inhibition, % at 10 µM; D(1A) dopamine receptor (Homo sapiens), P21728; in the data active = activity change below about -30%; also: % is scaled to controls: 0 for no effect and ±100 for the full control effect
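Tetracycline-induced HEK293 Trex D1 cells, force-coupled to calcium, dye-loaded; compounds added and read 180 s, then EC80 dopamine added and calcium flux tracked kinetically another 180 s.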
* hit, by the source's call; ? = inconclusive; / = not tested or not shown. Rule as the data show it, unless noted: active = activation above about 30%; inactive = the rest. Random draw from the library (roughly 7.3% active in at least one column).

SMILES | D2 ag | TRHR enhancer | TRHR agonist | D2 antagonist | RXFP1 antagonist | D1 potentiator | D1 ag | D2 potentiator | D1 antagonist
CC(=O)N1c2ccc(S(=O)(=O)NCCC(=O)N3CCCC(C)C3)cc2CC1C (stereo not drawn) | 1.0 | -4 | 0.5 | 23 | -1 | -6 | 0 | 3 | 1
C/C(=N\NC(=O)c1nnn(-c2nonc2N)c1COc1ccc(F)cc1)c1ccc(Cl)cc1 | 1.5 | 1 | 0.7 | -5 | -3 | -9 | 2 | 16 | -1
COc1cccc(C2/C(=C(\O)c3c(C)nc4c(C)cccn34)C(=O)C(=O)N2CCCN(C)C)c1OC (stereo not drawn) | -0.3 | 3 | 0.1 | 1 | / | -4 | 1 | 8 | -7
COc1ccc(C(=O)NC=C2C(=O)OC(C)(C)OC2=O)cc1 | -1.1 | 1 | -0.1 | -7 | 16 | 1 | 4 | 4 | -1
CCc1ccc(-n2c(=O)c3c(C)c(C(=O)N(C)C)sc3n(Cc3ccccc3C#N)c2=O)cc1 | 0.7 | -1 | -0.6 | / | -24 | 0 | 1 | -2 | 4
CC(=O)N/N=C(/c1ccccc1)C(O)c1ccccc1 (stereo not drawn) | / | -6 | 0.1 | / | 0 | -3 | -2 | / | -7
Cc1cccc(Oc2cc([N+](=O)[O-])cc3c2C(=O)Nc2ccccc2O3)c1 | 3.5 | -3 | 2.4 | -9 | -32 | 4 | 19 | -3 | -17
Cc1ccc([C@@H]2CC=C(C(=O)O)[C@H](c3ccc(Cl)cc3)N2S(=O)(=O)c2ccc(C)cc2)cc1 | -0.7 | -3 | -0.8 | -17 | / | -2 | 0 | 16 | 9
CCC(C)NC(=O)C1CCC(=O)N(c2cc(OC)c(OC)c(OC)c2)C1c1ccc(OC)cc1 (stereo not drawn) | 0.5 | 1 | 1.0 | -23 | -9 | 0 | 0 | 9 | 25
COc1ccc(C2(O)CCN(Cc3nnnn3Cc3ccc(C)cc3)CC2)cc1 | 0.3 | -2 | 0.0 | -2 | -9 | -10 | 5 | -14 | 0
Cc1ccccc1OCC(=O)OCC(=O)Nc1cc(S(=O)(=O)N2CCCCC2)ccc1Cl | / | 9 | 0.7 | / | -12 | -2 | 4 | / | -96*
CCN(CC(=O)Nc1ccccc1C(F)(F)F)C(=O)CSCC(=O)Nc1cc(C)on1 | 0.3 | -3 | 1.7 | 22 | -6 | 2 | 3 | -17 | -1
N#Cc1cc2cc3c(cc2nc1NCCNC(=S)NCCCN1CCOCC1)OCO3 | 1.1 | -2 | 1.2 | 2 | 6 | -4 | 0 | -8 | -12
Cc1cccnc1NC(=O)CNC(=O)C1CCCCC1 | -0.4 | -4 | 0.4 | 17 | 3 | -6 | 0 | -6 | -5
COc1ccc(NC(=O)CSc2nnc(C3CCCCC3)n2-c2ccccc2)cc1 | 1.0 | -11 | -1.8 | -12 | -8 | -4 | 2 | 0 | 1
COC(=O)c1ccc(C(=O)NC(=S)Nc2nc3c(s2)CCCC3)cc1 | / | 0 | -0.2 | / | 3 | -2 | 0 | / | -4
CCOC(=O)NN1C(=O)c2ccccc2NC1c1ccc(OC)cc1OC (stereo not drawn) | 0.2 | 0 | -0.4 | 5 | 3 | -2 | 2 | / | -6
CCN(CC)S(=O)(=O)c1cccc(NC(=O)CN2C(=O)NC3(CCC(C)CC3)C2=O)c1 (stereo not drawn) | 0.3 | 3 | 0.1 | -7 | -6 | -4 | 4 | -4 | -4
COc1ccc(OCC(=O)Nc2c(C(=O)N3CCN(c4ccccc4)CC3)oc3ccccc23)cc1 | -0.1 | 16 | -2.1 | / | / | 0 | 1 | 9 | 3
COc1ccc(NC(=O)CN(Cc2ccccc2)S(C)(=O)=O)cc1 | 0.2 | 2 | 0.7 | -23 | 10 | -4 | 0 | 4 | 11
CCCCN(C)CCNC(=O)CSCc1ccc(C)cc1 | -0.3 | 1 | -0.5 | 4 | 7 | 1 | 1 | / | 2
COc1cc(C2CC(=O)N(Cc3ccc(F)cc3)c3ccccc3S2)cc(OC)c1OC (stereo not drawn) | 0.0 | -9 | 0.1 | / | / | -4 | 3 | 3 | -4
CON(C)c1nc(OCCNC(=O)OCc2ccc(Cl)cc2Cl)nc(N(C)C)n1 | 1.5 | -2 | -0.2 | -3 | -10 | 3 | -1 | 17 | 0
O=C(Cn1c(=O)c2c(ncn2Cc2ccccc2)n(Cc2ccccc2)c1=O)NC1CC1 | 0.7 | -1 | -0.4 | -8 | -7 | 0 | 0 | 2 | -5
CCC1CCCCN1C(=O)CSc1nnc(-c2c[nH]c3ccccc23)o1 (stereo not drawn) | / | -6 | -0.5 | 9 | -26 | -4 | 2 | -3 | 5

Next section, starting with the last two of the part before.
SMILES | D2 ag | TRHR enhancer | TRHR agonist | D2 antagonist | RXFP1 antagonist | D1 potentiator | D1 ag | D2 potentiator | D1 antagonist
O=C(Cn1c(=O)c2c(ncn2Cc2ccccc2)n(Cc2ccccc2)c1=O)NC1CC1 | 0.7 | -1 | -0.4 | -8 | -7 | 0 | 0 | 2 | -5
CCC1CCCCN1C(=O)CSc1nnc(-c2c[nH]c3ccccc23)o1 (stereo not drawn) | / | -6 | -0.5 | 9 | -26 | -4 | 2 | -3 | 5
CSc1nc2c(c(=O)[nH]1)C(c1cccc(Cl)c1)CC(=O)N2 (stereo not drawn) | 0.2 | 3 | 1.1 | -15 | -4 | 3 | -3 | -1 | 33
COC(=O)c1cccc(Nc2ncnc3sccc23)c1 | -0.4 | -4 | 0.4 | -2 | -7 | -4 | 6 | 1 | 8
Cc1nc(-c2ccc(C(=O)O)cc2)cs1 | 0.1 | -2 | 0.2 | 2 | 5 | 0 | 2 | 8 | 6
Cc1ccc(SC(C)c2nc(-c3ccncc3)no2)cc1 (stereo not drawn) | 1.0 | -3 | -1.5 | 3 | -7 | -4 | 5 | / | -21
COc1ccc(OC)c(C2CC(=O)N3CN(c4ccccc4)CSC3=C2C#N)c1 (stereo not drawn) | -0.1 | 4 | 0.3 | -6 | -2 | -8 | 3 | -3 | -1
COCc1cc(C)nc(NC2CCCCC2)c1C#N | 0.4 | -2 | 0.1 | 13 | -1 | 4 | 5 | 6 | -19
Cc1nc2sc(C(c3cccs3)N3CCN(c4ccccc4)CC3)c(O)n2n1 (stereo not drawn) | 0.1 | 13 | -0.2 | 1 | 0 | -14 | 0 | 4 | 0
Cn1c(=O)c2c(nc(Oc3ccccc3N)n2C)n(C)c1=O | -2.4 | 9 | 0.0 | -14 | 16 | -2 | 2 | 4 | -4
O=C(CSc1nc2ccccc2o1)Nc1nc(-c2ccccc2)cs1 | -0.6 | 1 | -0.4 | 30* | -1 | 3 | 0 | -21 | -13
COc1ccc(-c2cnnc(N/N=C/c3ccc(O)cc3)n2)cc1 | 2.1 | -5 | -0.2 | 21 | -6 | -9 | 0 | 4 | -2
O=C(CNc1cc(S(=O)(=O)N2CCCC2)ccc1OCC(F)(F)F)Nc1ccc(SC(F)F)cc1 | 0.3 | -8 | 1.4 | 1 | -14 | -8 | 11 | 0 | -51*
COc1cc2c3nnc(-c4ccccc4)c-3cn(Cc3ccc(F)cc3)c2cc1OC | 0.0 | 5 | 1.2 | 3 | ? | -4 | -1 | 7 | -12
O=C(O)COc1ccc(NC(=O)c2ccc3c(c2)C(=O)N(Cc2ccccc2)C3=O)cc1 | / | -4 | 0.1 | / | -3 | -2 | 3 | / | 3
CC(C)NC(=O)CSc1ccccc1C(=O)NCc1ccc2c(c1)OCO2 | 0.5 | 0 | 0.0 | -3 | 3 | -3 | 1 | -15 | 11
CCn1c(=O)n(CC)c2cc(N3CCCC3)c(NC(=O)c3cccc(Cl)c3)cc21 | -0.4 | 2 | 1.3 | 17 | -4 | 1 | 2 | 11 | -10
CC(=O)OC(C)=O | 0.5 | -4 | 0.0 | 4 | / | 2 | 1 | -10 | /
CCOC(=O)c1ccc(NC(=O)COC(=O)c2cccc(Oc3ccccc3)c2)cc1 | 1.4 | -3 | 1.7 | 0 | 4 | -3 | 14 | -10 | 6
Cc1cccc(C(=O)NNC(=O)c2cccc(C)c2)c1 | 0.3 | -2 | 0.3 | 3 | 9 | -3 | 6 | -5 | 2
Cc1ccc(-c2nc3ccccn3c2C=O)cc1 | / | 11 | 0.4 | / | 3 | 1 | 3 | / | 7

D1 antagonist: what is marked active above
canonical_smiles	TRHR enhancer	TRHR agonist	D2 antagonist	RXFP1 antagonist	D1 potentiator	D1 ag	D2 potentiator	D1 antagonist
Cc1ccccc1OCC(=O)OCC(=O)Nc1cc(S(=O)(=O)N2CCCCC2)ccc1Cl	9	0.7	/	-12	-2	4	/	-96*
O=C(CNc1cc(S(=O)(=O)N2CCCC2)ccc1OCC(F)(F)F)Nc1ccc(SC(F)F)cc1	-8	1.4	1	-14	-8	11	0	-51*

Exported as comma-separated lines: 3 of the compounds above.
structure,D2 ag,TRHR enhancer,TRHR agonist,D2 antagonist,RXFP1 antagonist,D1 potentiator,D1 ag,D2 potentiator,D1 antagonist
O=C(CNc1cc(S(=O)(=O)N2CCCC2)ccc1OCC(F)(F)F)Nc1ccc(SC(F)F)cc1,0.3,-8,1.4,1,-14,-8,11,0,-51*
COc1cc2c3nnc(-c4ccccc4)c-3cn(Cc3ccc(F)cc3)c2cc1OC,0.0,5,1.2,3,?,-4,-1,7,-12
O=C(O)COc1ccc(NC(=O)c2ccc3c(c2)C(=O)N(Cc2ccccc2)C3=O)cc1,/,-4,0.1,/,-3,-2,3,/,3

Screens as filed in PubChem BioAssay.
